CHO-K1 Ca ag = counter-screen for M1 agonists: effect in parental CHO-K1 cells; 0.48% of 360,000 active; activation, % at 3 µM; Fluo-8 calcium fluorescence; scaled to maximal ATP response, vehicle zero; in the data active = activation above about 15%;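 also: untransfected CHO-K1 host cells lacking M1 receptor as counterscreen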
TAAR1 antagonist = human TAAR1 antagonists, primary screen, Fluo-8 calcium fluorescence, CHO RD-HGA16 cells; antagonist; inhibition, % at 3 µM; 1.5% of 360,000 active;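 active = inhibition above a per-plate cutoff, the mean inhibition of test compounds on that plate plus 3 SD, cut at about 49% in these data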;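 also: 0% = DMSO plus EC80 beta-PEA response and 100% = DMSO alone without agonist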
Target sequence (Q96RJ0 whole entry, looked up): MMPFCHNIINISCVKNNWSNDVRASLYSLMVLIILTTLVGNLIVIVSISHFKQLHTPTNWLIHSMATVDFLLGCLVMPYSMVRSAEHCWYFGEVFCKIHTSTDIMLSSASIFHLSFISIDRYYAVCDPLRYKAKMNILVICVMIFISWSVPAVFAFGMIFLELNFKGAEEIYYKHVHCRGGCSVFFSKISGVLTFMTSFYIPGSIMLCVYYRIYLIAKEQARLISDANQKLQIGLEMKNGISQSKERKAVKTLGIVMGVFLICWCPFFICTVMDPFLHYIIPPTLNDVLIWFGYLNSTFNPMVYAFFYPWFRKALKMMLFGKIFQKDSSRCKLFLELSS
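System: CHO RD-HGA16 cells bearing hTAAR1. Reagent: EC80 β-phenethylamine stimulus. Schedule: seeding 17-24 h prior, 75-min 37 °C, 30-min RT dye loading. Signal: Fluo-8 intracellular calcium dye fluorescence, real-time kinetic reads. Read-out: % inhibition from peak post-agonist over basal fluorescence ratio. Benchmarks: vehicle wells and EC80 agonist wells. Replicates: n of 1.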
M1 PAM parental = nonselective calcium activators in parental CHO-K1 cells, primary screen, counter-screen for M1 PAM project, cell-based, Fluo-8 calcium fluorescence, full deck, 1536-well; activation, % at 3 µM; ATP EC20; 0% at ATP EC20, 100% at ATP max; 0.02% of 360,000 active;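 active = activation above the run cutoff, the mean activation of all test compounds plus 3 SD, cut at about 40% in these data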;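 also: peak over basal fluorescence ratio in a 140 s read after ATP addition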
M1 ag = human M1 muscarinic receptor agonists, primary screen, Fluo-8 calcium fluorescence, CHO-K1 cells, HTS; Muscarinic acetylcholine receptor M1 (Homo sapiens), P11229; CHO-K1 hM1, agonist mode; 0% DMSO, 100% acetylcholine EC100; activation, % at 3 µM; 0.33% of 360,000 active; AID 588814, 2011;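 active = activation above the run's mean compound activation plus 3 SD, cut at about 16% in these data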;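 also: peak over basal fluorescence ratio within a 140 s kinetic read after compound addition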
Target sequence (P11229 whole entry, looked up): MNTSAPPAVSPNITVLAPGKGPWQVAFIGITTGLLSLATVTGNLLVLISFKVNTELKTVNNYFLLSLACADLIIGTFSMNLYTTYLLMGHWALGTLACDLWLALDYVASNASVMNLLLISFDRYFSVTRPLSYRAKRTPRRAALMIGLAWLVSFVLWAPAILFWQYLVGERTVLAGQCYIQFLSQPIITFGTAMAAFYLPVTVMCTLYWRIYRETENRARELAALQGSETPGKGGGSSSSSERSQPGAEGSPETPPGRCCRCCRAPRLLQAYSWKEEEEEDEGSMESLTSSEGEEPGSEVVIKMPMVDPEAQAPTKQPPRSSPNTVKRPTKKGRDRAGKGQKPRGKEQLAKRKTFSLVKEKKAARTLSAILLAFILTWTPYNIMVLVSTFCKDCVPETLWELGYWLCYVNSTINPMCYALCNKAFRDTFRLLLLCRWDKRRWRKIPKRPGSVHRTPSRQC
TAAR1 ag = human TAAR1 agonists, primary screen, Fluo-8 calcium fluorescence, CHO RD-HGA16 cells. vehicle wells 0%, saturating PEA agonist 100%. 0.99% of 360,000 active. activation, % at 3 µM;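 active = activation above the mean activation of all test compounds in the run plus 3 SD, cut at about 38% in these data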
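Assay system: CHO-derived RD-HGA16 cells with stable Gα16 and human TAAR1; timing: 17-24 h seeding, 75 min 37 °C dye, 30 min RT; read-out: % activation from peak over basal fluorescence ratio, DMSO-to-PEA scaled; measured by: kinetic Fluo-8 calcium fluorescence; benchmarks: low control DMSO, high control PEA (EC100); doses: 3 µM single concentration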
CHRM1 antagonist = human M1 muscarinic receptor antagonists, primary screen, CHO-K1 cells, Fluo-8 calcium fluorescence, 1536-well; Muscarinic acetylcholine receptor M1 (Homo sapiens), P11229; CHO-K1 hM1, ACh EC80 antagonist; inhibition, % at 3 µM; 1.3% of 360,000 active; AID 588852, 2011;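 active = percent inhibition above its own plate's cutoff, namely the mean of that plate's compound wells plus 3 SD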;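 also: peak over basal fluorescence ratio during 140 s after agonist addition; 0% = ACh EC80 plus DMSO and 100% = DMSO alone without agonist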
CHO parental Ca = ATP-evoked calcium signal inhibitors, parental CHO, primary screen, counter-screen for OX1R antagonist project, cell-based, fluorescence, Fluo-8 calcium dye; parental CHO-K1, ATP-induced calcium, Fluo-8 fluorescence; inhibition, % at 5.6 µM; 0.63% of 330,000 active; AID 463079, 2010;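 active = inhibition above that plate's mean sample inhibition plus 3 SD, cut at about 26% in these data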;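 also: 0% = ATP-challenged DMSO wells and 100% = DMSO wells without ATP; some compounds past the cut are filed as inactive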
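Material – parental CHO cells · Reagent – ATP stimulus · Compound – single nominal dose of 5.6 µM per compound · Detection – Fluo-8 fluorescence · Read-out basis – percent inhibition of calcium signal · Controls – ATP-challenged DMSO wells low, unchallenged DMSO wells high · Repeats – no replicates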
CHO-K1 Ca antag = counter-screen for M1 antagonists: effect in parental CHO-K1 cells; 0.6% of 360,000 active; AID 602250; ATP-induced calcium, Fluo-8 fluorescence; inhibition, % at 3 µM;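 active = inhibition above a per-plate cutoff, the plate's mean sample inhibition plus 3 SD, cut at about 24% in these data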;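 also: 0% = DMSO plus EC80 ATP and 100% = DMSO alone without ATP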
M1 PAM = human M1 muscarinic receptor positive allosteric modulators, primary screen, CHO-K1 cells, Fluo-8 calcium fluorescence, 1536-well; AID 588819, 2011; activation, % at 3 µM; 0.088% of 360,000 active; CHO-K1 hM1, ACh EC20; 0% = ACh EC20, 100% = maximal ACh; in the data active = activation above about 19%, passing the limit was not always enough
The depositor's hits bear a star; x = no result given. Not all compounds are listed; the hit share may differ from the screen's.

SMILES	CHO-K1 Ca ag	TAAR1 antagonist	M1 PAM parental	M1 ag	TAAR1 ag	CHRM1 antagonist	CHO parental Ca	CHO-K1 Ca antag	M1 PAM
C=C1C2[C@H](OC(C)=O)[C@@H]3CC(=O)[C@]4(C)OC[C@@]3(C)[C@@]4(O)[C@@H](OC(C)=O)[C@H](OC(C)=O)[C@@]2(COC(=O)c2ccccc2)[C@@H](OC(C)=O)C[C@@H]1O (stereo not given in full)	0.2	-15	-2	-2	3	8	-18	18	1
O=C(COc1ccccc1)N1CCN(C2CC3CCC2C3)CC1 (stereo not given)	0.8	-24	13	-7	2	-5	-8	-7	-10
Fc1c(F)c(F)c(N2CCNCC2)c(F)c1F	0.1	-22	-15	-7	4	4	10	-1	1
O=C(COc1ccc(Cl)cc1Cl)N1CCN(C/C=C/c2ccccc2)CC1	1.8	-1	10	-5	-3	-5	-25	-26	1
O=P(C(c1c[nH]c2ccccc12)N1CCOCC1)(N1CCOCC1)N1CCOCC1 (stereo not given)	0.1	-10	-4	-3	5	11	-25	-5	-2
Cc1nn(C2CCOC(C)(C)C2)c2c1C(c1ccc3c(c1)OCO3)SCC(=O)N2 (stereo not given)	0.7	-4	16	-3	1	-6	-24	-5	7
Cc1ccc(OC(=O)N(C)C[C@@H]2OCc3cnnn3CCCC(=O)N([C@@H](C)CO)C[C@H]2C)cc1	0.6	-21	23	-6	2	-17	x	-10	9
O=C1NC(=O)N(c2ccc3c(c2)OCO3)C(=O)/C1=C\c1ccsc1	1.0	-23	11	-3	2	-12	-2	-6	14
CNc1cc(Cl)c2nonc2c1[N+](=O)[O-]	-1.2	15	-17	-1	3	25*	x	38*	1
CCn1c(=O)cc(SCC(=O)N2CCC3(CC2)OCCO3)c2ccccc21	0.8	17	-11	-3	3	-2	-8	4	1
Cc1ccc(C2=NCC(=O)Nc3ccc(Br)cc32)cc1	0.3	-6	16	-4	7	-15	-3	-7	9
COC(=O)[C@@H]1[C@@H](C(=O)OC)C2(c3ccccc3-c3ccccc32)N(c2ccc(Cl)cc2)N1C#N	0.1	15	5	-4	10	-12	-15	26*	-2
COc1ccc2[nH]cc(C(=O)CN(C)C)c2c1	0.4	-4	12	-3	2	-9	-13	-1	5
O=C(O)COc1ccccc1	-0.6	-32	11	1	2	-11	-4	4	14
CCOC(=O)CNC(=O)N1Cc2ccc(Br)cc2-n2nncc2C1	0.3	-16	5	-1	2	-7	x	2	-2
CNC(=O)Oc1c(C)[nH]ccc1=O	-0.2	-14	-11	-2	1	-10	x	7	2
O=C(N/N=C/c1c(O)n(CCc2ccc(F)cc2)c(=O)[nH]c1=O)c1ccccc1	0.2	-55	5	-2	1	-9	-17	-9	11
COC(=O)C1=C(c2cc3ccccc3s2)C[C@@H]2CC[C@H]1N2C(=O)NCCS(C)=O (stereo not given in full)	0.3	10	-3	-11	2	7	-16	-3	-2
COc1ccc2c(c1)c(C(=O)O)c(C)n2C(C)C	0.2	1	7	-4	-1	-23	-3	0	2
Cc1ccccc1-c1ccc2c(c1)C1c3c(-c4ccccc4)nnn3-c3ccccc3C(=O)N1CC2 (stereo not given)	1.7	33	15	5	5	3	x	10	9
Cc1ccc2c(c1)CC1(CN2C)C(=O)NC(=O)N(c2cc(C)ccc2C)C1=O (stereo not given)	0.1	-1	9	-4	14	1	1	5	1
CC(C)c1ccc(N=Nc2c(O)[nH]c(=O)[nH]c2=O)cc1	0.3	-12	14	-3	1	-12	-1	-4	4
CC1(C)CC2(CCO1)NCCN1C(=O)CSC12 (stereo not given)	0.4	5	9	-1	9	-16	-11	0	5
COc1ccc(C(c2nnnn2Cc2ccccc2)N2CCC(n3c(=O)[nH]c4ccccc43)CC2)cc1 (stereo not given)	2.3	39	15	3	12	11	x	7	-5
O=C(Nc1ccc(C(F)(F)F)cc1)OC1CN2CCC1CC2 (stereo not given)	0.6	-18	-7	-9	5	13	-2	0	-11

By substructure, the entries above containing bromine
SMILES	CHO-K1 Ca ag	TAAR1 antagonist	M1 PAM parental	M1 ag	TAAR1 ag	CHRM1 antagonist	CHO parental Ca	CHO-K1 Ca antag	M1 PAM
Cc1ccc(C2=NCC(=O)Nc3ccc(Br)cc32)cc1	0.3	-6	16	-4	7	-15	-3	-7	9
CCOC(=O)CNC(=O)N1Cc2ccc(Br)cc2-n2nncc2C1	0.3	-16	5	-1	2	-7	x	2	-2

(next part)
SMILES	CHO-K1 Ca ag	TAAR1 antagonist	M1 PAM parental	M1 ag	TAAR1 ag	CHRM1 antagonist	CHO parental Ca	CHO-K1 Ca antag	M1 PAM
CC12CCC(=O)C=C1CCC1C2CCC2(C)C(O)(C(=O)CO)CCC12O (stereo not given)	-0.2	-3	-13	-2	2	18	x	1	-8
O=C1Nc2ccc(Br)cc2C(c2ccc(Cl)cc2)=NC1O (stereo not given)	23*	2	9	11	21	2	x	13	9
CCOC(=O)[C@]12Cc3c(cc(OC)c(OC)c3OC)[C@H]1N(C)C(=O)c1ccccc12	0.5	0	-1	x	2	x	x	-6	x
O=c1cc(C(F)(F)F)c2cc3c4c(c2o1)CCCN4CCC3	89*	95*	-9	120*	195*	67*	73*	59*	-24
OCCN1C2CCC1CC(O)(c1ccc(F)cc1)C2 (stereo not given)	0.2	16	0	-4	2	-2	5	-3	4
COC(=O)C1=C(c2cccc(C#N)c2)C[C@@H]2CC[C@H]1N2C(=O)NCCc1ccccc1	-0.8	-4	-15	-14	22	-4	-18	2	9
C=CCn1c(O)c(C=NCCN(C)C)c(=O)[nH]c1=O	0.1	-21	0	0	6	0	-7	21	8
CCOC(=O)[C@]12Cc3ccccc3[C@H]1N(CCC(=O)OC)C(=O)c1ccccc12	0.3	-24	16	x	3	x	x	-9	x
COc1ccc(-n2c(O)c(C(C)=NCCCn3ccnc3)c(=O)[nH]c2=O)cc1	0.0	-7	-6	-6	3	-2	-5	9	-1
CC12CN3CC(c4ccccc4)(CN(C1)C31CCCCC1)C2=O	-0.1	-4	4	-4	4	-3	-2	-1	-4
CCOC(=O)c1c(N)n(Cc2ccco2)c2nc3ccccc3nc12	1.5	-14	11	-3	3	-1	-9	-3	4
CCOc1ccc(C2CC(c3c(O)n(C)c(=O)n(C)c3=O)=NN2)cc1 (stereo not given)	-0.7	-37	-7	-3	0	-4	-19	7	1
COC(=O)C1=C(c2ccc(-c3ccccc3)c(F)c2)C[C@@H]2CC[C@H]1N2C(=O)N1CCCC1	2.2	26	7	-2	8	27	-6	-13	-13
CC1CN=C(NCCc2ccccc2)S1 (stereo not given)	0.8	16	6	-8	1	3	-2	-10	-1
O=c1c2ccccc2nc(CN2CCCCCC2)n1-c1ccc(F)cc1	0.5	-4	15	-13	0	-10	-23	-33	-2
CCOC(=O)c1c(N)n(CCCOC(=O)c2ccco2)c2nc3ccccc3nc12	0.8	6	-2	-7	5	-7	-6	-3	-4
COC(=O)C1=C(c2ccc(C(C)=O)cc2)C[C@@H]2CC[C@H]1N2C(=O)N1CCOCC1	-0.2	-10	20	2	5	-7	-3	-11	12
C=CCn1c(O)c(/C(CC)=N/NC(=S)Nc2ccccc2)c(=O)[nH]c1=O	0.2	-4	2	0	4	-7	-9	-5	6
CCOC(=O)Cn1cc(C(=O)c2ccccc2)c2ccccc21	0.2	0	21	-4	3	-29	-22	-10	10
CCC(=O)c1cc(F)c(N2CCN(CC)CC2)cc1C	0.1	-2	11	-6	11	20	-10	-5	-16
CC(C)N1CCN(Cc2cccc3c2OCO3)CC1CCO (stereo not given)	1.9	1	26	-8	0	-6	-6	-4	10
C=CCN1C(=O)C2(C(C(=O)OCC)=C(N)Oc3ccccc32)c2c1c1ccccc1oc2=O (stereo not given)	0.1	-8	-5	-3	4	11	-13	14	5
O=C(O)C12C3CCCC1C32c1ccccc1 (stereo not given)	0.0	-1	18	-3	20	-10	-6	-4	8
O=C(Cn1nc(-c2ccccc2)ccc1=O)N1CCC2(CC1)OCCO2	1.4	-19	15	-2	2	-19	19	-20	14
CN(N)N=Nc1nc2c([nH]1)c(=O)n(C)c(=O)n2C	0.4	-8	1	-3	2	2	-10	-3	0
Additional records follow:
SMILES	CHO-K1 Ca ag	TAAR1 antagonist	M1 PAM parental	M1 ag	TAAR1 ag	CHRM1 antagonist	CHO parental Ca	CHO-K1 Ca antag	M1 PAM
OC12Oc3ccccc3C=C1N1CCC2CC1 (stereo not given)	-0.2	8	-3	-7	0	15	11	18	-12
COc1ccc(NC(=O)N2CCC3(CC2)OCCO3)cc1OC	0.4	3	-10	-1	1	1	10	9	2
C/C(=N\N1CCN(C)CC1)c1c(O)[nH]c(=O)[nH]c1=O	1.3	0	21	-7	5	-5	7	-12	11
COc1cccc(CN2CCNCC2)c1OC	0.6	-4	-9	-1	3	2	8	-6	1
COc1ccc(C(=O)C23CN4CN(CN(C4)C2)C3)cc1	0.7	-10	12	-6	0	-11	-2	-6	7
O=c1[nH]c(=O)n(CCC2=CCCCC2)c(O)c1/C=N/N1CCOCC1	0.1	-13	-24	-2	3	-4	-19	25*	0
C[C@H](N)CN1CCc2ccc(Br)cc21	0.8	6	7	-5	8	-24	-4	-2	0
CN1CCN(c2ccc(C(N)=O)cc2N)CC1	0.6	-1	20	-4	6	-10	5	-4	7
CN1CCN(/N=C/c2c(O)n(Cc3ccc(F)cc3)c(=O)[nH]c2=O)CC1	0.0	5	-22	-2	0	6	2	1	-2
O=C(Cc1ccccc1)Oc1ccccc1N1C(=O)CCC1=O	-0.1	-3	-8	-4	10	-4	0	12	2
COC(=O)C1C2c3ccccc3C(c3ccccc32)C1(C)C(=O)OC (stereo not given)	-0.7	-3	-16	-1	1	-16	x	-1	20
O=C1CN=C(c2ccc[nH]2)c2cc(Cl)ccc2N1	1.2	3	8	-1	1	1	1	-8	-1
Cc1ccc(N2C(=O)NC(=O)/C(=C\c3cnc(-c4ccccc4)nc3)C2=O)cc1	1.0	2	22	-7	0	-1	-5	-6	1
C[C@H]1CC2C3CC=C4C[C@@H](O)CC[C@]4(C)C3CC[C@]2(C)[C@H]1O (stereo not given in full)	12	-4	11	-4	9	-6	-15	3	2
CSCCC(N=Cc1c(O)n(-c2ccc(Br)cc2)c(=O)[nH]c1=O)C(=O)OC(C)(C)C (stereo not given)	0.0	-25	21	-6	3	-7	-20	-8	1
c1ccc(CN2Cc3ccccc3-n3nncc3C2)nc1	1.6	-8	10	-4	3	-15	x	-5	9
CC1=Nc2ccccc2/C1=C/c1c(O)n(C)c(=O)[nH]c1=O	8.1	-13	7	-4	0	-12	-4	10	-1

Screening results: PubChem BioAssay, The Scripps Research Institute Molecular Screening Center
